# PMI activator: phosphomannose isomerase (human) activation; P34949; purified human PMI, coupled resazurin fluorescence, 20 min; hits give high values; 1 = vehicle control, 0 substrate-free wells; activation factor at 20 µM; hit rate 0.005% among 190,000;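 active means activation factor of 2 or more at 20 µM, relative to plate controls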
# Target sequence (P34949 whole entry, looked up): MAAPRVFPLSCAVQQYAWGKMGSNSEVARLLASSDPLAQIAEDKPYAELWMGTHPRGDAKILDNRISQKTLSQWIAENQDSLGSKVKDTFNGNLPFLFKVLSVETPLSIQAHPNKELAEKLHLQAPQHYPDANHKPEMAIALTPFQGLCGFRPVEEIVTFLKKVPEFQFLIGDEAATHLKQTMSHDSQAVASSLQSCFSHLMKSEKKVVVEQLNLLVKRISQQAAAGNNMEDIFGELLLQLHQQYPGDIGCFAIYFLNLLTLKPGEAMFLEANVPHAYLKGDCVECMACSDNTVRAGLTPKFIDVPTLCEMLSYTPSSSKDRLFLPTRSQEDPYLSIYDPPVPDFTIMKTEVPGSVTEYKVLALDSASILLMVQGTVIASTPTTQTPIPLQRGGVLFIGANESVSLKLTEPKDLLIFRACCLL
# Diaphorase inh: inhibits diaphorase or chemically oxidizes, flagging diaphorase assay artifacts; diaphorase resazurin-to-resorufin fluorescence, NADH, 16 min; bacterial (C. kluyveri) enzyme, not human; inhibition, % at 20 µM; hit rate 0.69% among 190,000; AID 1217;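 active means primary screen inhibition at 20 µM above a set limit, cut at about 50% in these data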;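 further: plate controls were DMSO with full reaction for no effect and wells lacking NADH for full effect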
#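 Detection: fluorescence of resorufin formed from resazurin, Ex 544/Em 590 nm; test system: Clostridium kluyveri diaphorase enzyme; amount: 0.14 U/mL diaphorase, enzyme working solution; times: 16-min room-temperature incubation before reading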
# Diaphorase act: counter-screen for diaphorase-based assays: diaphorase activators and chemical reducers | Diaphorase/resazurin coupled assay, resorufin fluorescence, 16 min; hits give high values; 1 = vehicle wells, 0 = NADH-free wells | activation factor at 20 µM | hit rate 0.005% among 190,000;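 active means diaphorase activity raised at least twofold by the compound at 20 µM; inactive means activation factor below 2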
#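 Material: purified diaphorase enzyme from Clostridium kluyveri; Also added: 0.114 mM NADH and 0.1 mM resazurin, final amounts; Doses: single compound dose of 20 µM, 1% DMSO final; Times: 16 min enzyme reaction, ambient temperature; Detection: resorufin fluorescence, excitation 544 nm, emission 590 nm; Measure: increased resorufin signal from activators or reducing compounds.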
# TNAP inh noacc: inhibitors of human TNAP without phosphate acceptor | inhibition, % at 20 µM | AID 1012 | hit rate 0.26% among 200,000 | purified TNAP, CDP-star luminescence, 30 min;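 active means tissue-nonspecific alkaline phosphatase inhibition above about 50% at 20 µM in the single-dose screen, limit read from the data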;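 further: 0% = DMSO negative control and 100% = EDTA positive control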
# Target sequence (P05186 whole entry, looked up): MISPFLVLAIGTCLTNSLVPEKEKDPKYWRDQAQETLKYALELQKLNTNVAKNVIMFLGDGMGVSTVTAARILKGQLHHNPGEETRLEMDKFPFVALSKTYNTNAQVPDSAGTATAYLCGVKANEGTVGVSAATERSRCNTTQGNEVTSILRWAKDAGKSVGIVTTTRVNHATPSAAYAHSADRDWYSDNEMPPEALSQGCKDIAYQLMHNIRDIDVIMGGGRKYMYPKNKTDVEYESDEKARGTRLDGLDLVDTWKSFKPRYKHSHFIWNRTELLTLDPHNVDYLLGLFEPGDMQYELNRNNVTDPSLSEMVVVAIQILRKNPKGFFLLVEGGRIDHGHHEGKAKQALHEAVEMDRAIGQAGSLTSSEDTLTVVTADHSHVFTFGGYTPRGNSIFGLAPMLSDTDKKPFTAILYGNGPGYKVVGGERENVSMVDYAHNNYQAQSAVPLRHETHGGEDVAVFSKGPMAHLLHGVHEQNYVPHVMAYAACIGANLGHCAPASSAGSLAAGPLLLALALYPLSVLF
# L major viab: reduces viability of Leishmania major promastigotes; AID 1063; inhibition, % at 10 µM; resazurin fluorescence viability; hit rate 9% among 200,000; in the data active means inhibition above about 50%;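 further: promastigotes grown with compound for 44 hours at 28 °C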
# bIAP inhibitor: intestinal alkaline phosphatase (bovine) inhibition | 190,000 tested, under 10 active | purified bovine IAP, CDP-star luminescence, 30 min | inhibition, % at 20 µM;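 active means over 50% inhibition of intestinal alkaline phosphatase at 20 µM in the single-dose screen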
#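 System: Purified bovine intestinal alkaline phosphatase (IAP) enzyme | Input: IAP diluted 1/65,000,000 in the well | Also added: CDP-star chemiluminescent phosphatase substrate, 30 µM final | Dosing: 20 µM single dose | Times: Enzyme reaction for 30 min at room temperature | Detection: Luminescence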
# TNAP inh hiacc: TNAP (human) inhibition, high acceptor; P05186; purified TNAP, CDP-star luminescence, 1 M DEA; inhibition, % at 20 µM; hit rate 0.03% among 200,000; AID 1135;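 active means over 50% inhibition of tissue-nonspecific alkaline phosphatase at 20 µM in the single-dose screen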;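 further: plate controls were DMSO wells for no effect and EDTA-quenched wells as full inhibition for full effect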
# bIAP act: intestinal alkaline phosphatase (bovine) activation; purified bovine IAP, CDP-star luminescence, 30 min; hits give high values; fold of DMSO-control signal, blank-subtracted; activation factor at 20 µM; hit rate 0.17% among 200,000; AID 1016;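 active means activation factor of 2 or more at 20 µM, a signal rise over negative controls twice the positive control's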
# PMI act satM6P: activators of human phosphomannose isomerase at near-saturating mannose 6-phosphate; P34949; coupled PMI enzyme assay, resazurin fluorescence, 20 min; hits give high values; 1 = untreated enzyme, 0 = substrate-free blank; hit rate 0.34% among 190,000; activation factor at 20 µM; AID 1216;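 active means activation factor of 2 or more at 20 µM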
#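 Test system: Human PMI in coupled enzyme assay | Input: 15 ng/mL PMI | Medium: HEPES-buffered pH 7.4 with magnesium and detergent | Compound: One concentration, 20 µM, in 1% DMSO | Incubation: Enzyme reaction with compound 20 min at room temperature | Detection: Diaphorase-driven resazurin-to-resorufin fluorescence, excitation 544, emission 590 nm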
# TNAP act hiacc: TNAP (human) activation, high acceptor; P05186; purified TNAP, CDP-star luminescence, 1 M DEA, 30 min; hits give high values; 0 = EDTA background, 1 = DMSO-only activity; activation factor at 20 µM; 200,000 tested, under 10 active; AID 1136;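 active means activation factor at least 2 at 20 µM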
#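 Dosing: 20 µM single point. System: human TNAP. Amount: TNAP 1/800 final. Incubation: 30 min, room temperature. Read-out: TNAP activation factor scaled between EDTA and DMSO control wells. Signal: luminescence from CDP-star hydrolysis. Medium: 1 M DEA, pH 9.8, Mg2+, Zn2+. Control set: EDTA negative control, DMSO positive control.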
# Active calls of the source: *. Compounds were not picked by outcome. About 10% of those tested had a hit in this group.
SMILES,PMI activator,Diaphorase inh,Diaphorase act,TNAP inh noacc,L major viab,bIAP inhibitor,TNAP inh hiacc,bIAP act,PMI act satM6P,TNAP act hiacc
CC(CNC(=O)COc1ccccc1)OC(=O)Nc1cccc(Cl)c1 (centres undefined),0.9,4,1,-13,-5,-12,-5,1.1,1,1.1
CCN1c2ccccc2-c2nc3ccccc3n2C1c1ccco1 (centres undefined),0.9,21,0.8,-14,33,-10,-5,1.1,0.9,1
COc1ccc(NC(=O)CSc2nnc(Cc3cccn3C)n2-c2ccc(C)cc2)cc1OC,1,20,0.8,-14,2,-2,-5,1,1,1
CCN(CC)CCCNC(=O)C1c2ccccc2C(=O)N1Cc1ccc(C)cc1 (centres undefined),1,12,0.9,-12,11,-12,-4,1.1,1,1
Cc1ccc(S(=O)(=O)N2CCOCC2)cc1NC(=O)CNCC1CCCCC1,1,7,0.9,-16,74*,-1,-7,1,1.1,1.1
COc1ccc(NC(=O)CN2CCN(S(=O)(=O)c3ccc(Cl)cc3)CC2)cc1Cl,1,15,0.8,8,-8,6,-3,0.9,1,1
C=CCNC(=O)/C(C#N)=C/c1cn(-c2ccccc2)nc1-c1cccs1,0.8,17,0.8,-8,7,-12,-2,1.1,0.8,1
CN1CCN(S(=O)(=O)c2cccc(C(=O)Nc3ccccc3N3CCOCC3)c2)CC1,1,0,1,-12,4,1,-6,1,1.1,1.1
CCOc1cc(S(=O)(=O)Nc2cc(C)cc(C)c2)ccc1Cl,0.7,27,0.7,-2,96*,44,2,0.6,0.8,1
O=C(c1csc2c1CCCC2)N1CCN(c2cccc(C(F)(F)F)c2)CC1,0.9,8,0.9,-5,-1,27,-2,0.7,1,1
Cc1ccc(-c2nnc(C)c(N3CCOCC3)n2)cc1,0.9,9,0.9,0,-4,6,2,0.9,0.9,1
CN(C)CCCNC(NC(=O)c1cccs1)C(Cl)(Cl)Cl (centres undefined),1,4,1,-17,-7,13,0,0.9,1.1,1
O=S(=O)(c1ccc(Cl)cc1)N1CCC(N2CCCCCC2)CC1,1,7,0.9,-3,97*,1,-4,1,1.1,1
COc1ccccc1C/C(N)=N/OC(=O)/C=C/c1ccccc1,1.1,0,1,-5,23,-10,-8,1.1,1.1,1.1
CCCC(=O)N=C1SC2CS(=O)(=O)CC2N1c1ccc(CC)cc1 (centres undefined),0.9,20,0.8,-2,3,1,-1,1,0.9,1
O=C(COC(=O)C1CCC1)NCc1ccccc1Cl,1,14,0.9,-14,-6,9,-6,0.9,1,1.1
Cc1cc(NC(=O)CSc2nnc(Cc3ccccc3)n2C)no1,1,7,0.9,-4,7,-1,0,1,0.9,1
Cc1c(C(=O)Nc2ccncc2)oc2ccccc12,0.9,8,0.9,-12,4,12,-3,0.9,0.9,1
Cc1ccc(SC(C)C(=O)Nc2cccnc2)cc1 (centres undefined),1,-6,1.1,-6,-3,1,-6,1,1.1,1.1
Cn1nc(C(=O)OCC(=O)Nc2ccc3ccccc3c2)c2ccccc2c1=O,0.8,15,0.9,-2,-6,4,-3,1,0.8,1

# Overlap with the part before: six compounds, followed by the next part.
# Under each structure – PMI activator | Diaphorase inh | Diaphorase act | TNAP inh noacc | L major viab | bIAP inhibitor | TNAP inh hiacc | bIAP act | PMI act satM6P | TNAP act hiacc
CCCC(=O)N=C1SC2CS(=O)(=O)CC2N1c1ccc(CC)cc1 (centres undefined)
→ 0.9 | 20 | 0.8 | -2 | 3 | 1 | -1 | 1 | 0.9 | 1
O=C(COC(=O)C1CCC1)NCc1ccccc1Cl
→ 1 | 14 | 0.9 | -14 | -6 | 9 | -6 | 0.9 | 1 | 1.1
Cc1cc(NC(=O)CSc2nnc(Cc3ccccc3)n2C)no1
→ 1 | 7 | 0.9 | -4 | 7 | -1 | 0 | 1 | 0.9 | 1
Cc1c(C(=O)Nc2ccncc2)oc2ccccc12
→ 0.9 | 8 | 0.9 | -12 | 4 | 12 | -3 | 0.9 | 0.9 | 1
Cc1ccc(SC(C)C(=O)Nc2cccnc2)cc1 (centres undefined)
→ 1 | -6 | 1.1 | -6 | -3 | 1 | -6 | 1 | 1.1 | 1.1
Cn1nc(C(=O)OCC(=O)Nc2ccc3ccccc3c2)c2ccccc2c1=O
→ 0.8 | 15 | 0.9 | -2 | -6 | 4 | -3 | 1 | 0.8 | 1
COc1cc(S(=O)(=O)Nc2ccccc2C)ccc1Cl
→ 0.9 | 12 | 0.9 | -12 | 12 | 10 | -5 | 0.9 | 0.9 | 1.1
Cc1cccc(S(=O)(=O)Nc2cccc(-c3cn4ccsc4n3)c2)c1
→ 0.9 | 18 | 0.8 | -10 | 3 | 5 | -2 | 1 | 0.9 | 1
CSc1nc2c(cc1C#N)C(=O)CC(C)(C)C2
→ 0.9 | 11 | 0.9 | -150 | -1 | 8 | 1 | 0.9 | 0.9 | 1
O=C(CSc1nc2cc(Cl)ccc2s1)Nc1cccc(S(=O)(=O)N2CCOCC2)c1
→ 0.8 | 26 | 0.7 | -7 | 22 | 32 | -4 | 0.7 | 0.9 | 1
CCN(CC)S(=O)(=O)c1cccc(C(=O)N[C@H](C(=O)Nc2nc3ccccc3s2)C(C)C)c1
→ 0.9 | 37 | 0.6 | -13 | -5 | 1 | -2 | 1 | 0.9 | 1
N#Cc1c(NC2CCCCC2)nc(-c2ccco2)c2c1CCCC2
→ 0.9 | 14 | 0.9 | -31 | 14 | -6 | -6 | 1.1 | 1 | 1.1
CCC1(c2ccc(Cl)cc2)NC(=S)N(c2ccc(C)cc2)N1 (centres undefined)
→ 1.3 | 26 | 0.7 | 8 | -13 | -12 | 3 | 1.1 | 1.9 | 1
CCCCNC(NCCCC)=C(S(=O)(=O)CC)S(=O)(=O)CC
→ 1.1 | -5 | 1 | 0 | -6 | 9 | 4 | 0.9 | 1.1 | 1
CCc1ccccc1NC(=O)CSc1nc2c(c(-c3ccco3)c1C#N)CCCC2
→ 1 | 12 | 0.9 | -4 | -1 | 11 | -3 | 0.9 | 1 | 1
Cc1ccccc1NS(=O)(=O)c1cc(C(=O)Nc2cccc([N+](=O)[O-])c2)ccc1C
→ 0.8 | 18 | 0.8 | -11 | 72* | -10 | -1 | 1.1 | 0.9 | 1
CCOC(=O)c1c(NC(=O)Cn2cc([N+](=O)[O-])cn2)sc2c1CCC2
→ 1 | 1 | 1 | 0 | -4 | -4 | -3 | 1 | 1 | 1
CC1=C(C(=O)Nc2ccccc2)C(c2ccco2)C(C#N)=C(SCC(=O)Nc2cccc(C)c2C)N1 (centres undefined)
→ 0.9 | 13 | 0.9 | -8 | 9 | -1 | -2 | 1 | 1.1 | 1
COc1ccc(-c2nc(C#N)c(N3CCCCCC3)o2)cc1OC
→ 0.8 | 20 | 0.8 | -10 | 23 | -7 | -4 | 1.1 | 0.9 | 1
CC1(C)O[C@H]2OC([C@H](O)CON3C(=O)c4ccccc4C3=O)[C@H](O)[C@H]2O1 (some centres undefined)
→ 1.1 | 12 | 0.9 | -5 | -4 | 4 | -2 | 1 | 1 | 1
CC1(C)CC(CC(=O)NNc2nc(-c3ccccc3)cs2)C(=O)O1 (centres undefined)
→ 1.1 | 9 | 0.9 | -25 | 1 | -16 | -2 | 1.2 | 1.1 | 1
O=C(COC(=O)C12CC3CC(CC(Br)(C3)C1)C2)Nc1cccnc1Cl
→ 1 | 13 | 0.9 | -9 | -4 | -1 | -2 | 1 | 1 | 1
O=C(CSc1nnc(CNC(=O)c2ccco2)o1)c1ccc(Cl)cc1
→ 1.1 | 12 | 0.9 | -1 | -10 | 1 | -3 | 1 | 1 | 1
O=C(CSc1nc(C2CCCCC2)nc2ccccc12)NCc1ccco1
→ 0.8 | 25 | 0.8 | -1 | 14 | -25 | 1 | 1.2 | 0.8 | 1
COC(=O)N/N=C1\CCCc2ccccc21
→ 1 | 14 | 0.9 | -11 | 32 | -27 | -5 | 1.3 | 1 | 1
CCC(CC)C(=O)c1c[nH]c(C(=O)NCc2ccco2)c1
→ 0.9 | 18 | 0.8 | -2 | -5 | 18 | -3 | 0.8 | 0.8 | 1

# 3 of the entries above in order of their number in Diaphorase inh, smallest number first.
smiles	PMI activator	Diaphorase inh	TNAP inh noacc	bIAP inhibitor	TNAP inh hiacc	bIAP act	PMI act satM6P	TNAP act hiacc
CCOC(=O)c1c(NC(=O)Cn2cc([N+](=O)[O-])cn2)sc2c1CCC2	1	1	0	-4	-3	1	1	1
CC1(C)CC(CC(=O)NNc2nc(-c3ccccc3)cs2)C(=O)O1 (centres undefined)	1.1	9	-25	-16	-2	1.2	1.1	1
CC1(C)O[C@H]2OC([C@H](O)CON3C(=O)c4ccccc4C3=O)[C@H](O)[C@H]2O1 (some centres undefined)	1.1	12	-5	4	-2	1	1	1

# (list continues)
# Under each structure – PMI activator | Diaphorase inh | Diaphorase act | TNAP inh noacc | L major viab | bIAP inhibitor | TNAP inh hiacc | bIAP act | PMI act satM6P | TNAP act hiacc
CN(CC(=O)NCc1cccs1)S(=O)(=O)c1cccc2cccnc12
→ 1 | 14 | 0.9 | -12 | -7 | 12 | -6 | 0.9 | 0.9 | 1.1
CCCCC(=O)Nc1nc2c(OC)cc([N+](=O)[O-])cc2s1
→ 1 | 14 | 0.9 | -8 | 8 | 6 | 2 | 0.9 | 0.7 | 1
CCCCOc1ccc(C(=O)N/C(=C/c2cccc([N+](=O)[O-])c2)C(=O)O)cc1
→ 1 | 2 | 1 | -11 | -9 | -2 | -7 | 1 | 1 | 1.1
Cn1c(CCN2CCOCC2)nc2cc(NC(=O)c3cccs3)ccc21
→ 1 | 4 | 1 | -11 | 2 | 8 | -6 | 0.9 | 1 | 1.1
O=C(Nc1nc2ccc(S(=O)(=O)N3CCCC3)cc2s1)c1cccs1
→ 0.9 | 14 | 0.9 | -4 | 2 | 16 | -5 | 0.8 | 1 | 1.1
O=C(CSc1nnc(-c2ccncc2)n1-c1ccc(Cl)cc1)N1CCOCC1
→ 0.9 | 20 | 0.8 | -12 | -6 | 6 | -6 | 0.9 | 0.9 | 1.1
Cc1nnc(SCc2cccc3ccccc23)n(N)c1=O
→ 1 | 6 | 0.9 | -18 | 9 | 4 | -1 | 1 | 1 | 1
Cn1c(=O)[nH]c(=O)c2c1nc(N1CCOCC1)n2CC(=O)c1ccccc1
→ 0.9 | 14 | 0.9 | -10 | 3 | -8 | -10 | 1.1 | 0.8 | 1.1
COc1cccc(C(=O)Nc2cccc(C(C)=O)c2)c1
→ 0.9 | 2 | 1 | -8 | -1 | -10 | -2 | 1.1 | 1 | 1

# Source: PubChem
